TAG inh: inhibitors of triacylglycerol accumulation | H9c2 cells, Nile Red lipid (TAG) fluorescence; cells loaded with 200 µM oleic acid | 230,000 tested, 0.66% active | inhibition, % at 12.5 µM;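 active = pattern-corrected inhibition of lipid staining of at least 50% with the nuclear-stain viability signal not falling by more than 50%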;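 note: 0% = DMSO wells and 100% = triacsin C control wells; some results filed as inactive read as strong as hits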
TAG inh DAPI viability: further read-out of TAG inh, marked with its call; DAPI nuclei signal change (viability), lower = more cytotoxic, %;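 whole-well DAPI fluorescence read on a plate reader as a viability signal; minus 50 percent equals half of cells still viable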
* = called active by the depositor; & = joins results of further samples. This is a subset; the hit share may differ from the screen's.

Compound,TAG inh,TAG inh DAPI viability
O=C(COC(=O)c1cccc(Br)c1)NCCNC(=O)COC(=O)c1cccc(Br)c1,4,-13
C[C@@H]1CCCCO[C@H](CN(C)Cc2ccc(C(=O)O)cc2)[C@@H](C)CN([C@H](C)CO)C(=O)c2cc(N(C)C)ccc2O1,-7,0
COc1ccc(CNC(=O)CCC(=O)Nc2nnc(C(F)(F)F)s2)cc1,9,-9
Cc1noc(C)c1CCC(=O)Nc1cc(C(=O)O)ccc1Cl,13,2
COc1cc(-c2noc(C)c2C#Cc2ccsc2)cc(OC)c1OC,49,-34
CCN(CC)CCN(Cc1cc2ccc(C)c(C)c2[nH]c1=O)C(=S)NCc1ccco1,16,17
Cc1ccc(-n2c3nc(=O)n(C)c(=O)c-3cc3ccccc32)cc1,-1,1
O=C(COC(=O)c1cc(=O)[nH]c2ccccc12)Nc1nc(-c2ccccc2)cs1,0,13
CCN1CCN(Cc2ccc(NC(=O)c3cc(NC(=O)c4cc(C)on4)cc(OC)c3)cc2C(F)(F)F)CC1,11&36,13&1
Cn1c(=O)c2cc(S(=O)(=O)Nc3cc(C(=O)O)cc(C(=O)O)c3)ccc2n(C)c1=O,7,5
COC(=O)CNC(=O)C1(C)C=CCN1C(=O)c1ccccc1 (stereo unspecified),19,-1
N#CC(c1ccc(O)cc1)N1CCN(C(C#N)c2ccc(O)cc2)CC1 (stereo unspecified),-17,6
O=C(COC(=O)/C=C/c1ccc(S(=O)(=O)N2CCOCC2)cc1)NCc1ccc2c(c1)OCO2,9,-7
CC(=O)Oc1cccc(N2C(=O)c3ccc(C(=O)O)cc3C2=O)c1,0,-7
CCOC(=O)C1CCN(S(=O)(=O)c2cc(Cl)c(C)cc2OC)CC1,-31,6
Cc1noc(C)c1NC(=O)Nc1cccc2c1O[C@H](CN(C)C(=O)Nc1ccccc1)[C@@H](C)CN([C@H](C)CO)C2=O,-6,5
Cc1ccc(SC[C@H](Cc2ccccc2)N2CC[C@@H](C)CCC2=O)cc1,-19,-5
Cc1cc(C(=O)OCC(=O)NC(C)C)c(C)o1,26,-9
COc1ccccc1C1C(C#N)=C(N)Oc2cc(C)n(CCCn3ccnc3)c(=O)c21 (stereo unspecified),8,-9
CC(Sc1ncn[nH]1)C(=O)Nc1ccc(Cl)cn1 (stereo unspecified),13,-11

Compound,TAG inh,TAG inh DAPI viability
CSc1ccccc1NC(=O)CN(C)C(=O)C1CC(=O)N(C(C)c2ccccc2)C1 (stereo unspecified),-21,1
CSc1ccccc1NC(=S)N/N=C/c1cccn1Cc1ccc(F)cc1,-44,10
Cc1ccc(N2CC(C(=O)Nc3ccc(S(=O)(=O)N4CCOCC4)cc3)CC2=O)cc1Cl (stereo unspecified),2,7
CNC(=O)n1cc(C)c(-c2cccs2)n1,12,-7
COc1ccc(NC(=O)c2cccs2)cc1NC(=O)c1ccco1,30,-9
COC(=O)CNC(=O)C(C)NC(=O)OCc1ccccc1 (stereo unspecified),18,-10
CCOC(=O)N/N=C(\C)c1ccc(-n2cnnn2)cc1,-1,5
N/C(Cc1nc(-c2ccc(Cl)cc2)cs1)=N/O,2,-1
CN(CC(=O)Nc1ccc(Cl)c(C(F)(F)F)c1)C(=O)Cc1ccsc1,-63,3
Cc1ccc(NC(=O)c2csnn2)c(C)c1,-9,7
CCOC(=O)N1CCN(c2nc3ccccc3nc2C(C#N)S(=O)(=O)c2ccc(C)cc2)CC1 (stereo unspecified),-14,8
COc1ccc(/C=N/NC(=O)c2csc(-n3nc(C)cc3C(F)(F)F)n2)cc1,-9,-4
CC12CCC(C(=O)NCc3ccccc3Cl)(CC1=O)C2(C)C (stereo unspecified),-9,-4
COc1cc(CNC(=O)c2cc(-c3cc(F)ccc3OCC3CCCO3)n[nH]2)cc(OC)c1 (stereo unspecified),38,-6
Clc1cccc(OCCCN2CCCC2)c1Cl,17,5
CCOC(=O)CSc1nc(=O)n2cc(C)ccc2n1,-8,1
COc1ccc(N2CCN(C(=O)c3ccccc3)CC2)c([N+](=O)[O-])c1,-5,1
CCOc1ccc(C2C(C(C)=O)=C(O)C(=O)N2CCc2c[nH]c3ccccc23)cc1 (stereo unspecified),3,0
CSc1nnc(NC(=O)c2ccc3c(c2)OCO3)s1,8,-13
CC1=C(C(=O)Nc2ccc(C(=O)NCCCN3CCCCC3C)cc2)SCCO1 (stereo unspecified),20,-6

Compound,TAG inh,TAG inh DAPI viability
O=C(O)CCCN1C(=O)c2ccc(C(=O)c3cccc([N+](=O)[O-])c3)cc2C1=O,-15,1
COc1cccc(CNc2nc3cc(-c4ccc(F)cc4)sc3c(=O)n2C)c1OC,5,-1
CCc1ccc2[nH]c(=O)c(CN(CCN(C)C)C(=S)NCc3ccco3)cc2c1,-5,17
CC(C)(C)OC(=O)N1Cc2[nH]c3ccccc3c2C[C@@H]1C(=O)O,-13,0
COc1ccc([C@H]2CC(=O)C=C(c3cc(F)ccc3OC)C2)cc1,3,3
O=C(NCc1ccco1)C1Cc2ccccc2CN1C(=O)c1ccco1 (stereo unspecified),-15,2
COC(=O)c1c(NC(=O)COC(=O)CCNS(=O)(=O)c2ccc(NC(C)=O)cc2)sc(C)c1C,0,2
COc1ccc(C2CC(=O)c3sc(N)nc3C2)cc1 (stereo unspecified),-8,1
CCOC(=O)c1c(CN2CCCCC2)n(C)c2ccc(OC)c(S(=O)(=O)c3ccccc3)c12,-6,15
CCOC(=O)c1cnn(-c2ccc(F)cc2)c1N,17,-4
CCCCN1C[C@H](c2ccccc2)[C@@H](CC(=O)NC)C1=O,4,-13
CCOCCCNS(=O)(=O)c1ccc(NC(=O)C2CC(=O)N(c3ccc(C)cc3)C2)cc1 (stereo unspecified),-4,-6
Clc1cccc(Cl)c1COc1ccccc1CNn1cnnc1,-12,10
COC(=O)CC1(C(=O)OC)Oc2ccc(Br)cc2C(=O)N1c1cccc(Cl)c1Cl (stereo unspecified),-19,1
CCCn1c(=N)c(S(=O)(=O)c2ccccc2)cc2c(=O)n3ccccc3nc21,12,35
C#CCSc1nc(N)c2c(n1)OC(N)=C(C#N)C2c1cccnc1 (stereo unspecified),12,5
CCCN1CCN(c2nc3c([nH]2)c(=N)ncn3CC(O)CO)CC1 (stereo unspecified),2,-5
COc1ccc([C@H]2CC(=O)C=C(c3cc(Cl)ccc3C)C2)cc1,1,-3
C[C@H](NC(=O)c1nc[nH]c1C(=O)NCc1ccc(CNC(=O)OC(C)(C)C)cc1)C(=O)OCc1ccccc1,1,-5
COCc1ccc(C(=O)N2CCCC(Nc3ccc4c(c3)OCCO4)C2)o1 (stereo unspecified),-19,10

mol | TAG inh | TAG inh DAPI viability
CCOC(=O)C1CCN(Cc2ccc(OCc3ccccc3)cc2)CC1 | -6 | 7
O=C(c1ccc2c(c1)OCO2)N1CCCN(C(=O)c2ccc3c(c2)OCO3)CC1 | 9 | -11
CN(C)c1ccc(C(=O)N2CCN(C(=O)C3CCCO3)CC2)cc1 (stereo unspecified) | -3 | 0
CC1(C(=O)NCc2ccccc2Br)CCN1Cc1ccccc1OC(F)F (stereo unspecified) | 22 | -16
CCOc1ccccc1N(C(=O)c1ccccc1Cl)C1=NC(C)(C)CS1 | 0 | -7
Cc1ccc(S(=O)(=O)N(C)C)cc1NC(=O)C(C)Sc1ccccc1 (stereo unspecified) | -6 | -15
C[N+]1(CC(=O)OCCCc2ccccc2)CCCC1 | -4 | 0
CCCNC(=O)c1cc(C2CCCCN2S(=O)(=O)c2cn(C)cn2)on1 (stereo unspecified) | 4 | 5
COCCN(C(=O)COC(=O)CCC(=O)c1ccc(Cl)cc1)c1c(N)n(Cc2ccccc2)c(=O)[nH]c1=O | 3 | -1
Cc1ccc(/C=N/Nc2nc(N3CCCCC3)nc(N3CCCCC3)n2)o1 | 2 | 11
O=[N+]([O-])c1ccc(CSc2ccc(S(=O)(=O)N3CCCC3)cn2)cc1 | -21 | -5
C=CCN(c1ccccc1OC)S(=O)(=O)c1cccc(C(=O)OCC(=O)N2CC(C)OC(C)C2)c1 (stereo unspecified) | -11 | -1
CCOc1cc([N+](=O)[O-])cc(/C=C2/NC(=O)N(Cc3ccccc3F)C2=O)c1O | 9 | 8
O=C(NCCO)c1cccc(-c2ccc3nncn3c2)c1 | 9 | -7
COC(=O)CCc1nc2cc(Cl)ccc2n(Cc2ccccc2)c1=O | 6 | 2

mol | TAG inh | TAG inh DAPI viability
N#CC1C=Cc2ccccc2N1C(=O)c1ccccc1 (stereo unspecified) | -3 | 4
COc1ccc(-c2cn(CCC(=O)NCc3ccc(C)cc3)c(-c3ccncc3)n2)cc1 | 10 | -9
O=S(=O)(c1ccccc1)N1CN(c2ccc(F)cc2F)c2nc3ccccc3nc21 | -10 | 3
Cc1onc(-c2c(Cl)cccc2Cl)c1NC(=O)NNc1c(Cl)cncc1Cl | -2 | 4
CN(C)CCNC(=S)Nc1ccc(F)c(F)c1F | 2 | 101
COC(=O)C1C(O)=C(C=Nc2ccccc2)C(=O)CC1(C)C (stereo unspecified) | -2 | 7
Cc1sc2nc(CN3CCCC3)nc(NCc3ccncc3)c2c1C | 2 | 7
CC(=O)c1ccc(NC(=O)Nc2cccc(Cl)c2)cc1 | 3 | 3
Cc1cccc(C)c1NC(=O)Nc1nc(CN(C)C)cs1 | 5 | 2
Cc1c(CCOC(=O)C23CC4CC(CC(C4)C2)C3)sc[n+]1CC#N | 9 | 14
C[C@@H]1CN([C@@H](C)CO)S(=O)(=O)c2ccc(Br)cc2O[C@@H]1CN(C)C(=O)C1CC1 | -3 | -3
COc1ccc(CN2C(=O)C(CC(=O)NC3CCCC3)CC(C(=O)N(C)C)=C2C)cc1 (stereo unspecified) | -1 | -2
Cc1onc(-c2ccccc2)c1-c1ccnn1S(=O)(=O)c1ccc(Cl)cc1 | -10 | 6
O=C(/C=C/c1ccco1)NC(=S)Nc1ccccn1 | 4 | -5
Cn1c(-c2ccc3ccccc3n2)[n+](C)c2ccccc21 | -1 | -7

mol | TAG inh | TAG inh DAPI viability
Cc1cc(-c2nnnn2-c2cc(Cl)cc(Cl)c2)no1 | 3 | 2
CCn1nnnc1SCC(=O)N(C)C1CCS(=O)(=O)C1 (stereo unspecified) | 3 | -5
CCOC(=O)/C(=C/c1cn(C)c2ccccc12)NC(=O)c1ccccc1 | 1 | -3
CC(=O)OCC1OC(n2c(S)c(C#N)c(-c3ccccc3)c(C#N)c2=O)C(OC(C)=O)C(OC(C)=O)C1OC(C)=O (stereo unspecified) | 11 | 11
CC/C(=C\c1oc2cc3ccccc3cc2[n+]1CC)Nc1ccccc1 | 5 | 19
N#CCCN1CCN(CCC#N)C1=S | 4 | 0
CCc1c(C)sc(NC(=S)NC(C)C2CCCO2)c1C(=O)OC (stereo unspecified) | -3 | 11
O=C(CSc1nc2ccccc2s1)NC1CCCC1 | 3 | 6
CCc1ccc(C2CC(=O)Nc3c2c(=O)nc2c(C)cccn32)cc1 (stereo unspecified) | 7 | -1
CCCNC(=O)Cn1nc(-c2ccccc2OC)ccc1=O | -7 | 0
O=S(=O)(c1ccc(Oc2ccc(-c3nnco3)cc2)nc1)N1CCC(Cc2ccccc2)CC1 | -2 | 13
CCOC(=O)N1CCN(C(=O)CS(=O)Cc2nc(-c3ccc(C)cc3)oc2C)CC1 (stereo unspecified) | 5 | 0
COc1ccccc1C/C(N)=N/OC(=O)c1ccc2c(c1)OCO2 | 1 | -12
Cc1ccc(C)c(OCCCC(=O)Nc2nccs2)c1 | 16 | -9
CC(=O)Nc1ccc(C(=O)OCC(=O)N2CC3(C)CC2CC(C)(C)C3)cc1 (stereo unspecified) | 16 | 0

mol | TAG inh | TAG inh DAPI viability
O=C(/C=C/c1ccccc1)Nc1nnc(-c2ccco2)o1 | 0 | 2
Cc1cn([C@H]2C[C@H](O)[C@@H](CNCc3ccc(F)c(N4CCOCC4)c3)O2)c(=O)[nH]c1=O | 7 | -1
O=C(CSc1ccc(-c2ccccn2)nn1)N1CCc2ccccc21 | -7 | 4
COc1ccccc1C(=O)N1CCN(c2ccc(N3CCOCC3)nn2)CC1 | 11 | 5
Cn1c(=O)c2c(nc(CN3CCCCC3)n2CCCc2ccccc2)n(C)c1=O | 27 | -8
CN(CC(=O)Nc1cccc(S(=O)(=O)N(C)c2ccccc2)c1)Cc1cccs1 | -7 | 7
Cc1ccnc(SC2CC(=O)N(c3ccccc3)C2=O)n1 (stereo unspecified) | 2 | 5
COC(=O)c1sc(NC(=O)COc2ccc(OC)cc2)nc1C | -31 | 3
